Source: PubChem BioAssay (several laboratories)
S1P3 antagonist = S1P3 receptor antagonists, primary screen, cell-based | 170,000 compounds, 0.27% hits | inhibition, % at 4.98 µM | CHO S1P3 NFAT-BLA reporter, FRET fluorescence, antagonist mode | AID 485, 2006 | Sphingosine 1-phosphate receptor 3 (Homo sapiens), Q99500;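 active = inhibition above the plate cutoff, the mean inhibition of test wells on that plate plus 3 SD, cut at about 28% in these data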;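 note: cells challenged with S1P at its EC80 of 0.8 µM; blue over green emission ratio from cleaved BLA substrate after 4 h stimulation; 0% = S1P-stimulated wells and 100% = unstimulated DMSO-only wells; some compounds past the cut are filed as inactive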
PPARg SRC-2 ag = agonists of PPARg-SRC-2 recruitment, primary screen, biochemical, HTS; Peroxisome proliferator-activated receptor gamma (Homo sapiens), P37231; PPARgamma LBD-SRC-2 recruitment; activation, % at 8 µM; 200,000 compounds, 0.34% hits; in the data active = activation above about 22%;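 note: 0% = vehicle and 100% = reference agonist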
Target sequence (P37231 whole entry, looked up, the tested form may be a part): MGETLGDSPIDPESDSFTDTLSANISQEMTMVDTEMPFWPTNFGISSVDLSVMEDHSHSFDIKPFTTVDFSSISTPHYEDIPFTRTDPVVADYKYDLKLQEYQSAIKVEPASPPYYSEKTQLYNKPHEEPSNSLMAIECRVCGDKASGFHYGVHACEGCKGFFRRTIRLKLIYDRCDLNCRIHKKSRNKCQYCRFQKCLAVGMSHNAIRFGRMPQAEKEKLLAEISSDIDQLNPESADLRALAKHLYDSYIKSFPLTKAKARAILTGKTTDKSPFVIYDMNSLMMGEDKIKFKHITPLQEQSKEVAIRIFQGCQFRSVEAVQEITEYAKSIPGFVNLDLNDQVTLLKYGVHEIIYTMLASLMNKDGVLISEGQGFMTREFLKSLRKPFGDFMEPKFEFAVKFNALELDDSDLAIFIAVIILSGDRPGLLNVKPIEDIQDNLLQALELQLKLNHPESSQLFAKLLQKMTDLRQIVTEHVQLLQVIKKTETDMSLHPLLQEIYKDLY
SRC2 TRFRET art = TR-FRET signal artefacts, primary screen, artefact control for PPARgamma SRC-2 agonist project, biochemical | TR-FRET artefact counter-screen; hits give high values | TR-FRET ratio at 8 µM | 200,000 compounds, 0.4% hits | AID 1049, 2008; in the data active = TR-FRET ratio above about 2000; note: inactives centre near 1500
Diaphorase inh = diaphorase inhibitors and chemical oxidizers, primary screen, counter-screen for diaphorase-coupled primary assays, biochemical, uHTS, resorufin fluorescence; 190,000 compounds, 0.69% hits; diaphorase resazurin-to-resorufin fluorescence, NADH, 16 min; bacterial (C. kluyveri) enzyme, not human; inhibition, % at 20 µM;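 active = primary screen inhibition at 20 µM above a set limit, cut at about 50% in these data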;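 note: plate controls were DMSO with full reaction for no effect and wells lacking NADH for full effect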
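Test system: Clostridium kluyveri diaphorase enzyme / Quantity: diaphorase at 0.14 U/mL in enzyme working solution / Incubation: 16-min room-temperature incubation before reading / Benchmarks: NADH-free wells as positive control, DMSO-only neutral wells / Signal: resorufin fluorescence 544/590 nm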
PPARg SRC1 recr = PPARgamma agonists recruiting SRC-1 coactivator, primary screen, biochemical; activation, % at 8 µM; AID 631, 2007; Peroxisome proliferator-activated receptor gamma (Homo sapiens), P37231; PPARgamma-SRC-1 coactivator recruitment biochemical assay; 200,000 compounds, 0.41% hits; in the data active = activation above about 19%;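 note: 0% = DMSO and 100% = reference agonist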
G6PDH CS = L. mesenteroides G6PDH inhibitors, counter-screen for G6PDH-coupled screening assays, biochemical, Leuconostoc mesenteroides enzyme | glucose-6-phosphate dehydrogenase [Leuconostoc mesenteroides] | Purified L. mesenteroides G6PDH, diaphorase/resazurin coupled fluorescence, 45 min | inhibition, % at 5 µM | 200,000 compounds, 0.12% hits | AID 1020, 2008; in the data active = inhibition above about 50%
PMI act hi M6P = human PMI activators, high substrate, primary screen, biochemical, fluorescence intensity, near-saturating mannose 6-phosphate | Mannose-6-phosphate isomerase (Homo sapiens), P34949 | coupled PMI enzyme assay, resazurin fluorescence, 20 min; hits give high values; 1 = untreated enzyme, 0 = substrate-free blank | activation factor at 20 µM | 190,000 compounds, 0.34% hits;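 active = activation factor of 2 or more at 20 µM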
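Test system: human phosphomannose isomerase with PGI, G6PDH, diaphorase coupling enzymes / Doses: 20 µM compound, 1% DMSO / Times: enzyme reaction with compound 20 min at room temperature / Measured by: Diaphorase-driven resazurin-to-resorufin fluorescence, excitation 544, emission 590 nm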
PPARg SRC3 recr = PPARgamma agonists recruiting SRC-3 coactivator, primary screen, biochemical | 200,000 compounds, 0.26% hits | activation, % at 8 µM | biochemical PPARgamma/SRC-3 coactivator recruitment assay | Peroxisome proliferator-activated receptor gamma (Homo sapiens), P37231 | AID 731, 2007; in the data active = activation above about 23%;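 note: 0% = DMSO and 100% = reference agonist; some compounds past the cut are filed as inactive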
Diaphorase act = compounds boosting diaphorase resazurin reduction – biochemical, uHTS, resorufin fluorescence, counter-screen for diaphorase-coupled primary assays, primary screen; Diaphorase/resazurin coupled assay, 16 min; hits give high values; 1 = vehicle wells, 0 = NADH-free wells; activation factor at 20 µM; 190,000 compounds, 0.005% hits;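 active = diaphorase activity raised at least twofold by the compound at 20 µM; inactive = activation factor below 2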
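Assay system: Purified diaphorase enzyme from Clostridium kluyveri | Amount: Enzyme 0.07 U/mL final | Dosing: Compound 20 µM once, DMSO 1% | Timing: 16 min reaction at room temperature | Detection: Fluorescence, excitation 544 nm and emission 590 nm | Evaluation: Higher resorufin formation from activation or reduction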
ROMK primary = ROMK potassium channel modulators, primary screen, cell-based, thallium flux, MLSMR library. ATP-sensitive inward rectifier potassium channel 1 (Homo sapiens), P48048. Tet-inducible ROMK, thallium flux fluorescence; actives lie on both sides. B-score at 10 µM. 130,000 compounds, 2% hits. AID 1918, 2009;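 active = signal ratio slope over the read window, or its plate-corrected B-score, at least 3 SD from the plate mean, either direction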;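 note: B-score of the F/F0 ratio slope over 7 to 12 s after thallium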
Target sequence (P48048 whole entry, looked up): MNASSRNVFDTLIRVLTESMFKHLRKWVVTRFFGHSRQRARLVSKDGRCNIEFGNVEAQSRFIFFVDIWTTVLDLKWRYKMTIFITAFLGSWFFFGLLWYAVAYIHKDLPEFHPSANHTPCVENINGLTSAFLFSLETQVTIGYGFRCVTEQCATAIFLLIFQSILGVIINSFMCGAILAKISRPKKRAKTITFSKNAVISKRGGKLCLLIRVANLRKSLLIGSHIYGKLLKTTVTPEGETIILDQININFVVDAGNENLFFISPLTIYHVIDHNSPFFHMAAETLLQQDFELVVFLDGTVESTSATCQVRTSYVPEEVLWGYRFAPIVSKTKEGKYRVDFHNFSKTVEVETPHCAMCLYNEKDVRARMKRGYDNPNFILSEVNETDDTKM
PMI act = activators of human PMI, primary screen, biochemical, fluorescence intensity, near-Km mannose 6-phosphate | Mannose-6-phosphate isomerase (Homo sapiens), P34949 | purified human PMI, coupled resazurin fluorescence, 20 min; hits give high values; 1 = vehicle control, 0 substrate-free wells | activation factor at 20 µM | 190,000 compounds, 0.005% hits;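 active = activation factor of 2 or more at 20 µM, relative to plate controls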
* marks the source's active call; other numbers are inactive results; . = no result given.

Fields: PMI act hi M6P	PMI act	SRC2 TRFRET art	Diaphorase inh	ROMK primary	PPARg SRC1 recr	PPARg SRC3 recr	PPARg SRC-2 ag	S1P3 antagonist	Diaphorase act	G6PDH CS
1	CC(Cc1cccs1)NC(=S)Nc1ccc(Cl)cc1 (centres undefined)
 : 0.9	1	1683	24.2	-0.321	3.7	0.3	1.6	3.6	0.8	4.2
2	COc1ccc(-c2cc(C(F)(F)F)nc(-n3ccnc3C)n2)cc1
 : 0.9	0.8	1525	8.2	-2.11	-9.4	2.3	-2.5	-7.0	0.9	-11.4
3	CCC(=O)/C=C1\Sc2ccc(OC)cc2N1CCO
 : 1	1	1676	7.4	.	9.6	18.1	-4.0	-16.0	0.9	1.4
4	COc1cc(/C=N/NC(=O)c2cnn3c(C)cc(-c4ccccc4)nc23)ccc1O
 : 0.9	1	1584	10.5	.	3.9	3.3	7.3	.	0.9	10.2
5	S=c1[nH]ncc2ccccc12
 : 1.7	1.4	1583	12.1	-0.0902	16.7	-1.4	-0.2	-22.4	0.9	6.1
6	O=C(OC1CCS(=O)(=O)c2sccc21)c1ccccc1 (centres undefined)
 : 0.9	0.9	1461	10.3	.	3.0	5.2	-1.4	.	0.9	7.3
7	CCCn1nnc(NC(=O)c2cc(Br)ccc2OC)n1
 : 1	0.9	1576	8.9	-0.228	-3.6	10.6	6.6	-6.4	0.9	3.0
8	Cc1noc(/C=C/N(C)C)c1S(=O)(=O)N1CCCC(C(=O)NCc2ccc(Cl)cc2)C1 (centres undefined)
 : 1	1	1478	-1.2	.	4.7	5.0	7.4	-10.3	1	10.5
9	CCN(CC1COc2ccccc2O1)C(=S)Nc1ccc(F)cc1 (centres undefined)
 : 0.9	0.9	1510	6.8	.	6.7	-1.1	-4.1	4.0	0.9	10.0
10	C=CCNc1nc(=S)[nH]c2cc(OC)c(OC)cc12
 : 1	1	1478	19.3	-0.17	-6.7	3.8	7.5	0.7	0.8	-8.1
11	CC(C)(C)c1ccc(C(=O)Nc2nonc2-c2nc3ccccc3[nH]2)cc1
 : 0.8	0.8	1483	13.7	.	-4.3	-6.4	1.6	-0.4	0.9	17.9
12	COc1ccc(CNC(=O)C(NS(=O)(=O)c2ccc3c(c2)CCCN3C(C)=O)C(C)C)cc1 (centres undefined)
 : 1	1	1387	5.9	.	10.5	10.2	-6.2	-11.9	0.9	-0.1
13	CC1(C)CN2C(=O)c3ccccc3C2(C)S1 (centres undefined)
 : 1	1.1	1600	1.7	-0.145	6.0	2.4	5.5	6.3	1	7.1
14	COc1ccc(-n2nnnc2SCC(=O)c2cc3ccccc3o2)cc1
 : 1	1	2072*	24.3	.	7.0	2.5	0.9	-18.5	0.8	2.2
15	CN(C)S(=O)(=O)N1CCN(CC(O)COc2ccc(C(=O)c3ccccc3)cc2)CC1 (centres undefined)
 : 1	1	1505	-1.7	.	4.4	3.6	5.8	0.8	1	6.6
16	Cc1ccc(-c2cccc(C(=O)NCCc3ccccc3)n2)c2ccccc12
 : 1.3	1.1	1528	18.3	-0.287	1.7	0.8	-0.1	4.2	0.8	3.7
17	Cn1c(=O)c([N+](=O)[O-])c(NCc2ccccc2)c2ccccc21
 : 0.8	0.8	1599	36.8	.	-3.0	1.6	-0.4	.	0.6	-15.6
18	COCCNC(=O)CSc1nc2cc3c(cc2c(=O)n1CCCC(=O)NCCc1ccc(OC)c(OC)c1)OCO3
 : 1.1	1.1	1623	-8.7	0.169	4.8	6.5	7.1	-0.6	1.1	2.6
19	N/C(=N\OC(=O)c1cc(Cl)ccc1Cl)c1cccnc1
 : 1	1	1408	10.5	0.88	5.0	4.3	-0.9	.	0.9	0.5
20	O=C(COC(=O)c1cccc(S(=O)(=O)N2CCCC2)c1)Nc1ccccc1
 : 1.1	1.1	1368	-11.4	-0.285	-2.2	-7.2	1.9	-3.0	1.1	4.0
21	Cc1ccc(Nc2n[nH]c(C)c2[N+](=O)[O-])cc1C
 : 1.1	1	1710	5.0	.	4.7	1.9	-1.6	-0.6	0.9	-11.2
22	COc1ccc(C(=O)N2CCN(S(=O)(=O)c3ccccc3)CC2)c(OC)c1
 : 1	1	1530	8.9	.	-6.6	-7.8	4.0	-13.3	0.9	-2.5
23	CC(C)C(c1nnnn1CCc1ccccc1)N1CCOCC1 (centres undefined)
 : 1	1.1	1487	11.9	0.407	5.2	-3.8	5.4	-1.4	0.9	7.5
24	COc1ccccc1C(=O)Nc1ccc(S(=O)(=O)N2CCOCC2)cc1
 : 0.8	0.9	1661	16.7	.	5.7	1.4	9.7	6.2	0.8	-4.6
25	Cc1ccc(NC(=O)C(=O)NCc2ccc(/C=N/NC(=O)c3c(C)nc4ccccn34)o2)cc1
 : 1	1	1546	3.2	.	-2.6	1.4	-1.6	-0.6	1	-42.9
26	Cc1sc(NC(=O)c2cc(-c3ccc(Cl)cc3)nc3ccccc23)c(C(N)=O)c1C
 : 1	0.8	1466	-1.6	.	11.7	7.8	3.4	.	1	5.0
27	CCCCNC(=O)Cc1ccc(C)cc1
 : 1	1	1541	-1.0	.	5.8	-3.7	-2.9	-4.7	1	6.6
28	CCCN(CCC)C(=O)NC1CC(=O)N(c2ccc(OC)cc2)C1 (centres undefined)
 : 1	0.9	1851	2.4	.	-0.8	-2.4	-3.0	-7.1	1	-8.2
29	O=C(NC1CCCC1)C(c1ccc(F)cc1)N(Cc1ccc(Cl)cc1)C(=O)CCl (centres undefined)
 : 1.1	1.1	1655	9.6	-0.152	2.9	3.4	7.5	-1.0	0.9	-5.6
30	Cc1ccc(-n2nc(C)c3c2OC(N)=C(C#N)C3c2ccco2)cc1 (centres undefined)
 : 1.2	0.9	1385	34.9	0.433	5.6	1.1	5.0	-12.6	0.7	13.0
31	O=C(Cc1ccc(-n2c(=O)c3ccccc3n(Cc3ccc(F)cc3)c2=O)cc1)NCC1CCCO1 (centres undefined)
 : 1.1	0.9	1849	6.3	0.0613	5.7	3.0	9.2	-7.0	0.9	1.3
32	COCCN(C(=O)CSc1nncn1-c1ccccc1)c1c(N)n(Cc2ccccc2)c(=O)[nH]c1=O
 : 0.9	0.9	1704	7.2	0.0431	-1.0	-1.7	-1.2	-3.9	0.9	5.2
33	CC(C)c1cccc(C(C)C)c1NC(=O)COc1nncc2ccccc12
 : 1	1	1622	25.7	-0.116	2.9	6.4	-2.9	4.0	0.7	7.3
34	COc1ccc(CN(Cc2ccc(C(=O)O)cc2)C(=S)Nc2ccc(C)cc2)cc1OC
 : 0.9	0.8	1426	-5.3	0.0389	-2.4	-0.7	-5.4	-32.0	1.1	4.1
35	Cc1nc(OCc2ccccc2)c2sc3nc4c(cc3c2n1)COC(C)(C)C4
 : 0.9	0.9	1568	15.5	.	-1.4	-0.5	-3.4	.	0.8	9.4
36	O=C(COc1ccc([N+](=O)[O-])cc1)NC(C(=O)O)C(O)c1cccc([N+](=O)[O-])c1 (centres undefined)
 : 1	1	1421	19.8	-0.0133	-0.6	-2.2	-3.9	9.0	0.8	15.1
37	CCOCCCn1c(C)nc2c(c1=O)c1nc3ccccc3nc1n2CCC1=CCCCC1
 : 0.9	1.1	1377	27.1	.	-5.0	-8.1	-15.7	9.2	0.7	4.5
38	CN(C)/N=C/c1ccc(Sc2ccc([N+](=O)[O-])cc2[N+](=O)[O-])o1
 : 0.8	0.7	1570	19.4	-0.0456	10.0	0.7	3.9	-11.5	0.8	2.7
39	COCCCNC(=O)CC(NCCCOC)C(=O)O (centres undefined)
 : 1	1	1625	9.9	0.174	-2.8	0.3	6.0	-4.6	0.9	1.5

Ordered by value in ROMK primary (high to low): 3 from the list above
entry	SMILES	ROMK primary
34	COc1ccc(CN(Cc2ccc(C(=O)O)cc2)C(=S)Nc2ccc(C)cc2)cc1OC	0.0389
36	O=C(COc1ccc([N+](=O)[O-])cc1)NC(C(=O)O)C(O)c1cccc([N+](=O)[O-])c1 (centres undefined)	-0.0133
38	CN(C)/N=C/c1ccc(Sc2ccc([N+](=O)[O-])cc2[N+](=O)[O-])o1	-0.0456

Part of the list above in order of count of non-hydrogen atoms, descending:
Fields: PMI act hi M6P	PMI act	SRC2 TRFRET art	Diaphorase inh	ROMK primary	PPARg SRC1 recr	PPARg SRC3 recr	PPARg SRC-2 ag	S1P3 antagonist	Diaphorase act	G6PDH CS
25	Cc1ccc(NC(=O)C(=O)NCc2ccc(/C=N/NC(=O)c3c(C)nc4ccccn34)o2)cc1
 : 1	1	1546	3.2	.	-2.6	1.4	-1.6	-0.6	1	-42.9
34	COc1ccc(CN(Cc2ccc(C(=O)O)cc2)C(=S)Nc2ccc(C)cc2)cc1OC
 : 0.9	0.8	1426	-5.3	0.0389	-2.4	-0.7	-5.4	-32.0	1.1	4.1
27	CCCCNC(=O)Cc1ccc(C)cc1
 : 1	1	1541	-1.0	.	5.8	-3.7	-2.9	-4.7	1	6.6
